Lipid storage S3 = qHTS Assay for Lipid Storage Modulators in Drosophila S3 Cells; hit rate 0.64% among 320,000; Drosophila S3 cells, BODIPY lipid droplet fluorescence, 18-24 h; cells fed with added oleic acid; Potency in µM for hits, for the others lipid storage change, negative = inhibition, % at the top dose, mostly 46.1 µM; active = well fitted inhibition curve with a large enough effect in the signal ratio, with a control signal flat, not every such curve was filed as active; inconclusive = small, poorly fitted or top-dose-only effect, or effect the other way, or a change in a side signal; the % refers to the signal ratio
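Drosophila S3 cells loaded with oleic acid (400 uM, as added) and compounds at several concentrations; lipid droplets imaged by 488-nm laser-scanning cytometry, 500–530 nm intensity and object ratio to cell channel. Percent activity normalized to 20 uM Triacsin C.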
Lipid storage S3 cell count max = recorded beside Lipid storage S3, whose call it bears; cell number change, %; measured here: cell count max response;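 cells counted by Cell Tracker Red CMTPX staining in the red channel; peak over a dose series mostly up to 46.1 µM; percent activity relative to internal control wells on each plate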
The depositor's hits bear a star; i = inactive; ? = inconclusive; / = no result given; [ ] = another dose, or the depositor's remark. % is set by controls: 0 for no effect and ±100 for the full control effect; potency is the fitted concentration of half-maximal effect. A portion of the library, so the mix of outcomes need not match the whole.

1: CCOc1cc(N2CCOCC2)c(OCC)cc1NC(=O)CN1CCN(Cc2ccc3c(c2)OCO3)CC1
2: CN1CCN(NC(=O)/C=C/c2cccc([N+](=O)[O-])c2)CC1
3: CCOC(=O)c1cnc2oc3ccccc3n2c1=O
4: CCCCn1c(=O)[nH]c(=O)c2c1nc(-c1ccc(CC)c([N+](=O)[O-])c1)n2C
5: O=C(NCc1ccccn1)c1ccc2c(c1)N(Cc1ccccc1)CCS2
6: O=C(CCc1nnc(Cc2ccc3c(c2)OCO3)o1)NCCc1ccccc1Cl

screen / no.	1	2	3	4	5	6
Lipid storage S3 cell count max	/	11.8	-27.0	/	/	/
Lipid storage S3	?	-20.5%	i	?	?	?

7: Cc1ccccc1N1C(=O)c2cccc3cccc(c23)C1=O
8: CC(C)(C)c1ccc(OCCNC(=O)c2ncn[nH]2)cc1
9: COc1ccc(C2c3c(-c4ccccc4O)n[nH]c3C(=O)N2Cc2ccco2)cc1 (centres undefined)
10: COc1ccc(C(C)C)cc1S(=O)(=O)N1CCC(C(=O)N2CCN(C)CC2)CC1
11: CC(C)Sc1ccc([N+](=O)[O-])cc1C(=O)Nc1ccncc1
12: NS(=O)(=O)c1ccc2nc(NC(=O)Nc3ccc(F)cc3)sc2c1

screen / no.	7	8	9	10	11	12
Lipid storage S3 cell count max	-10.2	/	-14.7	-12.7	/	/
Lipid storage S3	4.2%	?	4.3%	i	?	?

13: Cc1c(-c2nc3ccccc3[nH]2)cnn1C
14: CC(NC(=O)c1cccs1)c1nnc(SCc2ccc(Cl)cc2Cl)n1C (centres undefined)
15: C/C(=N\NC(=O)C1CC1)c1cccs1
16: COc1ccc(CCN(Cc2cccs2)S(=O)(=O)c2ccc(-n3cnnn3)c(OC)c2)cc1OC
17: Cc1cc(C(=O)O)sc1C
18: CCOC(=O)N1CCN(S(=O)(=O)c2ccc(OC)c(OC)c2)CC1

screen / no.	13	14	15	16	17	18
Lipid storage S3 cell count max	-1.9	5.5	0.8	/	/	1.0
Lipid storage S3	15.3%	11.6%	-1.6%	?	?	1.9%

19: CC(CCc1ccccc1)NC(=O)CCNS(=O)(=O)c1ccccc1 (centres undefined)
20: COc1ccc(NC(=O)CN2CCN(CC(=O)Nc3ccccc3F)CC2)cc1OC
21: Cc1nc(-c2cccc(NC(=O)COc3ccc(Cl)cc3)c2)cs1
22: C#CCOc1c(Cl)cc(/C=C2/C(=O)ON=C2C)cc1OC
23: Cc1ccc(S(=O)(=O)c2nc(C)c3c(n2)CCC3)cc1
24: Cc1ccnc2nc(C(=O)N3CCN(c4ccc(F)cc4)CC3)nn12

screen / no.	19	20	21	22	23	24
Lipid storage S3 cell count max	/	/	/	/	/	/
Lipid storage S3	?	?	?	?	i	?

25: Cc1nc2ccc(C(=O)O)cc2c2c1CC(CN)O2 (centres undefined)
26: CCN1/C(=C2/OC(=S)N(C)C2=O)Sc2ccccc21
27: Cc1cc2nc(-c3ccc(=O)[nH]c3)n(Cc3ccccc3)c2cc1C
28: COCCOC(=O)c1c(N)n(CCCN2CCOCC2)c2nc3ccccc3nc12
29: Cc1cc(C)cc(OCCCC(=O)O)c1
30: O=c1c2ccccc2oc2cc(-c3ccc(CN4CCOCC4)cc3)ccc12

screen / no.	25	26	27	28	29	30
Lipid storage S3 cell count max	/	15.9	1.8	17.7	/	/
Lipid storage S3	?	11.5%	28.5%	-6.2%	22.7%	?

31: CCc1cc(CNC(=O)c2ccc(OC3CCN(C(C)=O)CC3)c(OC)c2)on1
32: CSc1ccc(/C=N/NC(=O)CNc2cccc3ccccc23)cc1
33: CCn1cc(Br)c(C(=O)Nc2ccc(F)c(Cl)c2)n1
34: CC(C)SC1=NC(C)(C)C=C(/C=C/c2c(Cl)cccc2Cl)N1
35: COc1ccc2nc(SCC(N)=O)[nH]c2c1
36: CC(C)(C)c1ccc(S(=O)(=O)NC(Cc2ccccc2)C(=O)O)cc1 (centres undefined)

screen / no.	31	32	33	34	35	36
Lipid storage S3 cell count max	/	/	/	/	1.7	/
Lipid storage S3	?	?	?	?	-20.5%	?

37: CCn1c(CNC(=O)c2ccc(Cl)cc2)nnc1SCC(=O)NC1=NCCS1
38: CCOC(=O)/C(=N\Nc1ccccc1)c1csc(Nc2ccc(C)cc2)n1
39: COc1ccc(NS(=O)(=O)c2cccc(C(=O)NNC(=O)c3ccccc3O)c2)cc1
40: Cc1ccc(C(=O)NCCNC(=O)CN2CCCC2)cc1
41: Cc1cccc(NS(=O)(=O)c2ccc(NC(=O)CN(c3cc([N+](=O)[O-])ccc3C)S(C)(=O)=O)cc2)c1
42: Cc1ccccc1OCc1nc2ccccc2c(=O)n1/N=C/c1cn[nH]c1-c1ccccc1

screen / no.	37	38	39	40	41	42
Lipid storage S3 cell count max	/	/	/	/	/	/
Lipid storage S3	?	?	23.6%	?	?	?

Some of the entries above in another layout.
Results follow in this order: Lipid storage S3 cell count max | Lipid storage S3
(39) COc1ccc(NS(=O)(=O)c2cccc(C(=O)NNC(=O)c3ccccc3O)c2)cc1
 : / | 23.6%
(41) Cc1cccc(NS(=O)(=O)c2ccc(NC(=O)CN(c3cc([N+](=O)[O-])ccc3C)S(C)(=O)=O)cc2)c1
 : / | ?
(40) Cc1ccc(C(=O)NCCNC(=O)CN2CCCC2)cc1
 : / | ?
(37) CCn1c(CNC(=O)c2ccc(Cl)cc2)nnc1SCC(=O)NC1=NCCS1
 : / | ?

The list continues.
43: CC(=O)c1cnn(-c2cc(Oc3cccc(C)c3)ncn2)c1C
44: O=C(Nc1ccc2c(c1)oc1ccccc12)c1cccnc1
45: O=C(c1ccc(C(F)(F)F)cc1)C1CCCN(C(=O)Cn2cnnn2)C1 (centres undefined)
46: O=C(Nc1ccc(Cl)cc1)N(C1=NCCC1)c1ccc(OC(F)F)cc1
47: C/C(=N\Nc1nc2ccccc2[nH]1)c1cc2ccccc2o1
48: CCOc1cc(N2CCOCC2)c(OCC)cc1NC(=O)c1cccc(N(C)C)c1

screen / no.	43	44	45	46	47	48
Lipid storage S3 cell count max	/	/	/	-9.8	/	/
Lipid storage S3	?	?	i	9.1%	?	?

49: Cn1c(CN2CCOCC2)nnc1SCC(=O)NC1CCCCC1
50: O=C(Nc1ccc2c(c1)OCO2)Nc1ccc(Br)cn1
51: Cc1c(C)c2ccc(OCC(=O)Nc3ccc(N4CCC(C)CC4)cc3)cc2oc1=O
52: O=C1c2ccccc2C(=O)N1CCC#Cc1ccc2cc(C3(O)CCCCC3)oc(=O)c2c1
53: CN(c1ccc(C(=O)Nc2ccccn2)cc1)S(=O)(=O)c1ccccc1
54: CCN(c1ccccc1)S(=O)(=O)c1c[nH]c2ccc([N+](=O)[O-])cc12

screen / no.	49	50	51	52	53	54
Lipid storage S3 cell count max	2.8	/	3.3	/	/	-8.6*
Lipid storage S3	-10.1%	?	i	?	?	5.8µM*

55: Cc1[nH]c2ccccc2c1C(c1ccncc1)N1CCN(c2ccccn2)CC1 (centres undefined)
56: COC(=O)c1cc(Cl)c(NC(=O)/C=C/c2ccc(OC)c(OC)c2)cc1OC
57: O=C1S/C(=C\c2ccccn2)C(=O)N1Cc1ccccc1F
58: COc1ccc(-c2nc(O)c3cnccn23)cc1
59: CCOc1c2ccccc2nn1CCO
60: CC(C)C[C@@H](N)c1nnc(SCC(=O)c2ccc(Cl)cc2)o1

screen / no.	55	56	57	58	59	60
Lipid storage S3 cell count max	/	-17.4	/	-5.1	/	/
Lipid storage S3	?	19.4%	?	14.1%	?	?

61: Cc1cc(C)n(S(=O)(=O)c2ccc3oc(=O)ccc3c2)n1
62: O=C(NCc1ccccc1)[C@@H]1C[C@H]1[C@@H](NP(=O)(c1ccccc1)c1ccccc1)c1ccccc1
63: O=C(/C=C\c1ccc2c(c1)OCO2)Nc1nnc(SCC(=O)OCc2ccccc2)s1
64: COC(=O)C1CCN(C(=O)[C@H](C)NC(=O)C2CC(=O)N(c3ccc(F)cc3)C2)CC1 (some centres undefined)
65: CC(C)(C)C(=O)Nc1nnc(SCC(=O)NCc2cccs2)s1
66: CN1CCN(C(=O)COCc2cc(-c3ccc4c(c3)OCO4)on2)CC1

screen / no.	61	62	63	64	65	66
Lipid storage S3 cell count max	/	19.5	-24.2	/	-16.0	-1.5
Lipid storage S3	?	4.8%	3.2%	?	-3.2%	1.7%

67: CN1CCN(c2oc(-c3ccccc3Cl)nc2S(=O)(=O)c2ccccc2)CC1
68: CC(=O)Oc1ccc(OC(C)=O)c(SCCCCCCl)c1
69: O=C(CN1C(=O)CSc2ccccc21)Nc1ccccc1C(=O)N1CCOCC1
70: CCOc1ccc(CCNC(=O)C2CCCN(C(=O)N(C)C)C2)cc1OCC (centres undefined)
71: Cn1c(=O)c2c(nc(OCc3ccccc3)n2C)n(C)c1=O
72: CCOC(=O)N1CCN(c2c(-c3ccc(C)cc3)c(=O)c2=O)CC1

screen / no.	67	68	69	70	71	72
Lipid storage S3 cell count max	/	11.8	7.6	15.6	-1.8	/
Lipid storage S3	?	3.0%	2.4%	3.0%	-0.9%	i

From no. 19 as far as 20, copied from above:
19: CC(CCc1ccccc1)NC(=O)CCNS(=O)(=O)c1ccccc1 (centres undefined)
20: COc1ccc(NC(=O)CN2CCN(CC(=O)Nc3ccccc3F)CC2)cc1OC

screen / no.	19	20
Lipid storage S3 cell count max	/	/
Lipid storage S3	?	?

Next part:
73: CCOc1ccc(N(CC(=O)N2CCCC2)S(=O)(=O)c2ccc(F)cc2)cc1
74: COCCN(C(=O)CNC(=O)c1ccco1)C(C(=O)NC1CCCC1)c1cccs1 (centres undefined)
75: CC(NC(=O)C(=O)N1CCOCC1)C(c1cccs1)N1CCN(c2ccc(F)cc2)CC1 (centres undefined)
76: O=C(Oc1cccc([N+](=O)[O-])c1)c1ccc2c(=O)n3c(nc2c1)CCC3
77: COc1ccc(F)cc1S(=O)(=O)Nc1ccncc1
78: COCc1[nH]nc2c1C(c1ccc(OC)c(OC)c1)C(C#N)=C(N)O2 (centres undefined)

screen / no.	73	74	75	76	77	78
Lipid storage S3 cell count max	9.1	-7.6	-10.1	/	-3.2	/
Lipid storage S3	13.3%	3.8%	i	?	16.7%	?

79: C/C(=N/NC(=O)c1ccncc1)c1ccc(NC(=O)c2ccccc2)cc1
80: CN(CC(=O)Nc1ccccc1C(F)(F)F)C(=O)C1CCN(S(=O)(=O)c2ccc3c(c2)OCCO3)CC1
81: COc1ccccc1NC(=O)Nc1nc(CC(=O)Nc2ccccc2F)cs1
82: O=C(c1ccco1)N1CCN(C(=O)C2CC2)CC1
83: COc1ccc(Cl)cc1C(=O)Nn1cnnc1
84: COC(=O)c1cc(S(=O)(=O)N2c3ccccc3CC2C)cn1C (centres undefined)

screen / no.	79	80	81	82	83	84
Lipid storage S3 cell count max	/	13.5	/	3.5	/	/
Lipid storage S3	?	13.5%[0.0737 µM]	?	-0.3%	?	?

85: CCCCC(CC)CNC(=O)C1C2C=CC(C2)C1C(=O)O (centres undefined)
86: COC(=O)c1[nH]c2ccccc2c1NC(=O)CN1CCN(c2cccc(Cl)c2)CC1
87: O=C1c2ccccc2C(=O)N1CCCCSc1nnnn1-c1ccccc1
88: O=[N+]([O-])c1ccc(NCCc2ccccc2)c(Br)c1
89: O=C(CN1CCN(Cc2ccccc2)CC1)N/N=C/c1ccco1
90: Cc1ccccc1OCC(=O)N(Cc1ccc(N(C)C)cc1)C1CCS(=O)(=O)C1 (centres undefined)

screen / no.	85	86	87	88	89	90
Lipid storage S3 cell count max	/	/	/	6.8	/	/
Lipid storage S3	?	?	?	17.4%	-21.9%	?

91: Cc1cc2ccccn2c1C(=O)c1ccc(N/N=C/c2ccc(C(=O)O)cc2)c([N+](=O)[O-])c1
92: O=S1(=O)CC(NCc2ccccc2)C(Nc2ccc(Cl)cc2)C1 (centres undefined)
93: Cc1ccc(S(=O)(=O)N2CCOCC2)cc1NC(=O)COC(=O)CNC(=O)c1ccc(C(C)(C)C)cc1
94: CCOc1ccccc1OCCC(=O)OCC(=O)Nc1c(C)nn(-c2ccccc2)c1C
95: O=C(NCCCN1CCCC1=O)c1cccc(NS(=O)(=O)c2ccc(Br)cc2)c1
96: Cn1c(=O)c2c(ncn2CCN(CCO)Cc2ccccc2)n(C)c1=O
97: CC(=O)c1ccc(N2CCN(CC(O)COCc3ccco3)CC2)cc1 (centres undefined)

screen / no.	91	92	93	94	95	96	97
Lipid storage S3 cell count max	13.6	27.2	1.5	/	/	/	/
Lipid storage S3	-6.2%	10.3%	-1.6%	16.9%	?	?	?

Sorted by value in Lipid storage S3 cell count max (low to high): 3 from the list above.
no.	molecule	Lipid storage S3 cell count max
93	Cc1ccc(S(=O)(=O)N2CCOCC2)cc1NC(=O)COC(=O)CNC(=O)c1ccc(C(C)(C)C)cc1	1.5
91	Cc1cc2ccccn2c1C(=O)c1ccc(N/N=C/c2ccc(C(=O)O)cc2)c([N+](=O)[O-])c1	13.6
92	O=S1(=O)CC(NCc2ccccc2)C(Nc2ccc(Cl)cc2)C1 (centres undefined)	27.2

Screening results (PubChem)
